Source: PubChem BioAssay
EPAC2 antag = blocks human EPAC2 exchange factor; EPAC2 GEF exchange of Rap1B-BODIPY-GDP, fluorescence; Potency, µM (top dose mostly 114 µM), for inactives: at the top dose activity, negative = inhibition, actives largely listed as inhibitors; 360,000 compounds, 0.18% hits; note: potency is the fitted concentration of half-maximal effect; % is set by controls: 0 for no effect and ±100 for the full control effect; nearly all actives have a fitted effect of over 45% in size; many of its hits are not listed in these tables
EPAC2 agonist = EPAC2 (human) agonism | Q8WZA2 | Potency, µM (highest dose often 154 µM), for inactives: at the highest dose activation, usual class: activators | EPAC2 activation, biochemical qHTS; response scale: 100% = 6.5 mM cAMP response | 360,000 compounds, 0.079% hits; note: potency is the fitted concentration of half-maximal effect; nearly all actives have a fitted effect of over 50% in size
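Each well held 100 nM EPAC2, 250 nM RAP1B-BODIPY-GDP and 50 uM GDP. Fluorescence, read at 5-min intervals to 30 min, was referenced to a 6.5 mM cAMP positive control.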
Akt phos inh = blocks phosphorylation of Akt. Neuro2A IGF-stimulated pAkt S473 HTRF, 20 min; active compounds read low. activity change, % for hits at 50 µM. 360,000 compounds, 0.32% hits. AID 651550; in the data active = activity change below about -80%; inconclusive = mostly about -51% to -80%; note: % is set by controls: 0 for no effect and ±100 for the full control effect
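Neuro2A cells in DMEM with 0.5% FBS, overnight at 37 deg C, given compound at single 50 µM final, then IGF (6 nM final) for 20 min at 37 deg C. Lysed; phospho-Akt Ser473 by HTRF after 24 h, 665/615 ratio.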
PTHR1 agonist = agonists of human PTHR1 parathyroid hormone receptor. HEK293 GP2 PTHR1 cells, GloSensor cAMP luminescence, 1 h. Potency, µM (top dose mostly 115 µM), inactives show top-dose activation, usual class: activators. AID 743266. 410,000 compounds, 0.075% hits; note: potency is the fitted concentration of half-maximal effect; nearly all actives have a fitted effect of over 55% in size; some results filed as inactive show a strong effect at the top dose; inactives centre near -15; many of its hits are not listed in these tables
Target sequence (Q03431 whole entry, looked up): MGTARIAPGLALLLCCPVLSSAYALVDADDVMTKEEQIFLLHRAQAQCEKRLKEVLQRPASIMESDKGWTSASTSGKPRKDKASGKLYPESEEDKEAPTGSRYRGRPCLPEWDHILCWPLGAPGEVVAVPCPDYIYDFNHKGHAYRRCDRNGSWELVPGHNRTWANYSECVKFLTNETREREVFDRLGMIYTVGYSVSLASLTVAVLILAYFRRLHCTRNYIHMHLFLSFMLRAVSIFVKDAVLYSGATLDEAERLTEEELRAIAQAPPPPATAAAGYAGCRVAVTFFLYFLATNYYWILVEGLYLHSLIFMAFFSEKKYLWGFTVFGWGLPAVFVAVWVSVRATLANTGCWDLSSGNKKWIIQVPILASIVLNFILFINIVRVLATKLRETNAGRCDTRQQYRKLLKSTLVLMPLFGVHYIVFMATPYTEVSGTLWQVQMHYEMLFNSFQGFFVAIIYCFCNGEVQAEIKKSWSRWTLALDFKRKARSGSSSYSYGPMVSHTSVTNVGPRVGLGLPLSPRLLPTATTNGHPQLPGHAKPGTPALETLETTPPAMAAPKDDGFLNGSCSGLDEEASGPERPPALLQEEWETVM
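HEK-293-derived GP2 cells expressing PTHR1 and a GloSensor cAMP reporter, 3,000/well, plated overnight, given luciferin plus IBMX (each 0.5 mM as added) for 1 h at 37 °C, then compound for 1 h at 37 °C. Luminescence was read after 15 min at room temperature.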
DRD3 agonist = agonists of human D3 dopamine receptor. P35462. D3R DiscoveRx beta-arrestin cells, luminescence, 90 min. max activation, %. 410,000 compounds, 0.58% hits; in the data active = max activation above about 30%; note: 0% is about no effect; mostly tested at two doses, the higher about 12 µM
Target sequence (P35462 whole entry, looked up): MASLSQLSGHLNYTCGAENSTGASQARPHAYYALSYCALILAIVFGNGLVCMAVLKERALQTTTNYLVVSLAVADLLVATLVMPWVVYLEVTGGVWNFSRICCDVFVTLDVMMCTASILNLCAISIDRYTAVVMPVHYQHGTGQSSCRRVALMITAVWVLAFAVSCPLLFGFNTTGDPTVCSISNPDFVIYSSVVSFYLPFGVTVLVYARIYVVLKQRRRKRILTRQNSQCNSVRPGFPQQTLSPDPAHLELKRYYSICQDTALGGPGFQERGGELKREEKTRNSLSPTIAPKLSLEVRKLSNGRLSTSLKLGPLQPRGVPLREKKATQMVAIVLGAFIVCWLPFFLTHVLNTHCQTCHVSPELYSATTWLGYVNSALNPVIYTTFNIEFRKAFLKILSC
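Agonist mode: compounds and dopamine controls were applied to plated cells for 90 min at 37 degrees C after an overnight attachment at 1500 cells/well. Luminescent read-out followed 30 - 60 minutes at room temperature with DiscoveRx detection reagent.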
DRD3 antagonist = blocks the human D3 dopamine receptor | AID 652054 | P35462 | max response, negative = inhibition, % | D3R cells, DiscoveRx beta-arrestin luminescence, antagonist mode; active compounds read low | 360,000 compounds, 2.5% hits; in the data active = max response below about -50%; inconclusive = no clear call, values can overlap the other calls; note: % is set by controls: 0 for no effect and ±100 for the full control effect; mostly tested at two doses, the higher about 12 µM
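Cells plated overnight at 1500 cells/well, then exposed to library compounds with dopamine controls for 90 minutes at 37 degrees C. DiscoveRx reagent added for 30–60 minutes at room temperature; luminescence read, quantitative HTS format.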
MmCpn inh = M. maripaludis TRiC chaperonin inhibition | purified Mm-Cpn ATPase, ADP Transcreener TR-FRET | Potency, µM (doses to about 76.9 µM), inactives show at the highest dose activity, negative = inhibition, most hits filed as inhibitors | 330,000 compounds, 0.031% hits; note: potency is the fitted concentration of half-maximal effect; % is set by controls: 0 for no effect and ±100 for the full control effect; nearly all actives have a fitted effect of over 80% in size
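Eu-cryptate anti-ADP/ADP-d2 competition gives a ratio inversely related to ADP. Enzyme at 25 nM was pre-exposed to compound for 10 min, then given 10 uM ATP for 30 min, 37°C throughout.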
CCT modulator = changes cytosolic chaperonin activity. purified chaperonin ATPase assay, HTRF ADP detection, 30 min. activity change, % (no concentration beside the values), hits read low. 360,000 compounds, 0.3% hits. AID 651819; in the data active = activity change below about -30%; note: % is set by controls: 0 for no effect and ±100 for the full control effect
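Nucleotide hydrolysis assay: TRiC at 20–40 nM final (set by batch activity) with 10 uM ATP, 30 min at 37 °C, in presence of 76 uM compound. Detection by competitive ADP HTRF, 30 min ambient.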
* marks the source's active call; other numbers are inactive results; i = inactive; ? = inconclusive; nt = not tested or not shown; [ ] = dose if it differs, or a comment. Unless noted, calls come from the whole dose curve; as a rule, active = well fitted curve in the direction sought with a large enough effect; inconclusive = small, poorly fitted or top-dose-only effect, or another doubt; inactive = no such curve, though single readings can be large; an effect the other way counts as inactive or inconclusive. This is a subset (hit frequency here may not be typical).

SMILES	EPAC2 antag	EPAC2 agonist	Akt phos inh	PTHR1 agonist	DRD3 agonist	DRD3 antagonist	MmCpn inh	CCT modulator
Cc1ccc(-c2nn(-c3ccc(F)cc3)cc2C(=O)NCC(c2cccs2)N2CCOCC2)cc1 (centres undefined)	-11%	16%	i	-21%	3	-9	-3%	-3.8
CCO[C@H]1OC(C(=O)NCc2nc3ccccc3[nH]2)=C[C@@H](C2CCCCC2)[C@@H]1CCCO	-19%	8%	i	-5%	9	15	nt	-0.5
CC(C)(C)NC(=O)C1CCN(S(=O)(=O)c2ccc(Br)cc2)CC1	5%	-7%	i	-8%	2	8	0%	-1.7
O=C(Nc1ccc([N+](=O)[O-])cc1)C1(c2ccccc2)CCOCC1	-4%	1%	i	i	1	11	4%	-2.7
CCC(=O)NNC(=O)CSc1nnc(-c2ccccc2)c(-c2ccccc2)n1	1%	11%	i	-14%	0	1	-1%	0.9
CCOc1ccc(NC(=O)CN(C)C(=O)c2ccc(N3CCCC3)c([N+](=O)[O-])c2)cc1OCC	-2%	0%	i	i	-6	-60*	-9%	-0.7
CC(=O)N/N=C(\C)c1cccc(NC(=O)c2cccs2)c1	4%	11%	i	i	-6	-4	0%	-4.6
COc1cccc(NC(=S)N(CCCN2CCCC2)Cc2cccn2Cc2ccc(Cl)cc2)c1	2%	5%	i	-5%	-20	?	1%	-0.8
COc1cc(-c2nnc(SCc3ccccc3Cl)o2)cc(OC)c1OC	-1%	8%	i	i	12	23	0%	0.4
O=C(NCCc1ccc(Cl)cc1)c1cc(=O)[nH]c2ccccc12	-1%	8%	i	-6%	1	8	0%	-7.0
CN(c1ccccc1N(C)S(=O)(=O)c1ccccc1)S(=O)(=O)c1ccccc1	-9%	9%	i	-22%	1	9	nt	-0.3
COc1ccc(S(=O)(=O)NC2(C(F)(F)F)N=C3SCCN3C2=O)cc1 (centres undefined)	-1%	8%	i	-2%	-3	11	1%	2.3
COc1ccc(CCNC(=O)CCC(=O)n2ncc3cc(C)ccc32)cc1OC	10%	-9%	i	i	-5	0	-2%	-0.4
N#CC1=C(N)OC2=C(C(=O)CCC2)C1c1ccccc1 (centres undefined)	-4%	8%	i	i	-3	?	0%	-10
O=C(/C=C/c1ccc(F)cc1)Nc1ccc(S(=O)(=O)Nc2ncccn2)cc1	4%	9%	i	i	9	3	0%	-17
Cc1ccc(S(=O)(=O)c2ccc(Cl)cc2)cc1S(=O)(=O)NC(C(=O)O)C(C)C (centres undefined)	6%	-6%	i	i	0	0	0%	0.5
S=C(NCCC(c1ccccc1)c1ccccc1)Nc1ccc(Cl)cc1	-4%	1%	i	-9%[57.5 µM]	11	18	0%	1.0
Cc1cc(N2CCN(C)CC2)nc2ccc(NC(=O)CCC(=O)NCCC(C)C)cc12	2%	7%	i	i	-5	1	-2%	-1.1
COC(=O)C1C(=O)C2=C(CC1C)Nc1ccccc1NC2c1cccs1 (centres undefined)	11%	6%	i	i	5	18	1%	-1.4
Cc1ccc(S(=O)(=O)/N=C2/NC(=O)/C(=C/c3ccccc3)S2)cc1	?	-6%	i	-45%[inhibitor]	7	3	-1%	-0.1
CN(C)CC(C)(C)CNCc1cc(=O)oc2ccc3ccccc3c12	1%	0%	i	-23%	-18	-29	1%	1.1
CCOc1ccccc1CNC(=O)CCc1cn(CC)c2ccccc12	-19%	11%	i	-25%	1	9	0%	0.9
CCCC(=O)NC(=S)Nc1cccc(NC(=O)c2ccccc2Cl)c1	-2%	16%	i	i	1	-3	2%	-1.4
Cc1coc2c(C)c3oc(=O)c(CC(=O)N[C@@H](CC(C)C)C(=O)O)c(C)c3cc12	-7%	3%	i	-29%	0	17	-4%	1.3
CCCN1Cc2cccc(C(=O)N3CCN(c4ccc(OC)cc4)CC3)c2C1=O	-5%	11%	i	-25%	-9	-6	-5%	-2.9
Cc1ccc(CS(=O)(=O)Cc2ccc(C(=O)NCCCN3CCOCC3)o2)cc1	12%	-5%	i	i	-6	-15	1%	2.3
OCCN1CCN(c2nc(-c3ccccc3)c3cc(Cl)ccc3n2)CC1	-29%	14%	i	-18%	-14	0	1%	1.3
Cc1cc(C(=O)CSC(C)c2nc3ccccc3c(=O)[nH]2)c(C)n1C (centres undefined)	0%	11%	i	-11%[57.5 µM]	8	11	-2%	-1.7
Cn1nc(C(=O)NNC(=O)c2ccc(Cl)cc2)ccc1=O	-7%	8%	i	-2%	1	18	?	4.0
Cc1ccc(Cn2c(C(C)Nc3nc(C)cs3)nc3cc(Cl)c(Cl)cc32)cc1 (centres undefined)	3%	-4%	i	i	-11	-15	nt	-4.8
O=C(NC1CC1)C1CCCN1C(=O)NC1CCCCC1 (centres undefined)	4%	2%	i	-24%	4	13	2%	-3.9
NC(=O)c1cc(N2C(=O)C3CC=CCC3C2=O)ccc1N1CCCCC1 (centres undefined)	-5%	13%	i	-28%	-5	2	0%	-1.9
CS(=O)(=O)N1CCN(CC(=O)NC2CCCCC2)CC1	18%	16%	i	-17%	-12	?	2%	0.6
O=C1CN(C(=O)COC(=O)C2CC(=O)N(Cc3ccco3)C2)c2ccccc2N1 (centres undefined)	13%	4%	i	i	-9	-18	0%	-3.5
Cn1cc(SCC(=O)N2CCN(c3ccccc3)CC2)c2ccccc21	-22%	-2%	i	i	4	13	-7%	1.0
O=c1nc2ccccc2c2n1CC(CN1CCN(c3ccc(F)cc3)CC1)N2 (centres undefined)	7%	0%[15.6 µM]	nt	i	-14	-21	?	-1.9

Reformatted with values under each structure: part of the list above
Every second line gives: EPAC2 antag	EPAC2 agonist	Akt phos inh	PTHR1 agonist	DRD3 agonist	DRD3 antagonist	MmCpn inh	CCT modulator
OCCN1CCN(c2nc(-c3ccccc3)c3cc(Cl)ccc3n2)CC1
  -29%	14%	i	-18%	-14	0	1%	1.3
Cc1cc(C(=O)CSC(C)c2nc3ccccc3c(=O)[nH]2)c(C)n1C (centres undefined)
  0%	11%	i	-11%[57.5 µM]	8	11	-2%	-1.7
Cn1nc(C(=O)NNC(=O)c2ccc(Cl)cc2)ccc1=O
  -7%	8%	i	-2%	1	18	?	4.0
Cc1ccc(Cn2c(C(C)Nc3nc(C)cs3)nc3cc(Cl)c(Cl)cc32)cc1 (centres undefined)
  3%	-4%	i	i	-11	-15	nt	-4.8
O=C(NC1CC1)C1CCCN1C(=O)NC1CCCCC1 (centres undefined)
  4%	2%	i	-24%	4	13	2%	-3.9

Going on with the list:
SMILES	EPAC2 antag	EPAC2 agonist	Akt phos inh	PTHR1 agonist	DRD3 agonist	DRD3 antagonist	MmCpn inh	CCT modulator
Cc1ccc(-c2csc(NC(=O)CN3CCOCC3)n2)cc1	-3%	-2%	i	-25%	12	0	-9%	-1.8
C[C@H](CO)N1C[C@H](C)[C@@H](CN(C)S(=O)(=O)c2cccs2)OCc2cnnn2CCCC1=O	-5%	12%	i	-23%	3	13	nt	-18
CNC(=O)C1CC(=O)N(CCc2ccc(OC)c(OC)c2)C(=Nc2ccc(F)cc2)S1 (centres undefined)	0%	2%	i	-5%	10	-3	-2%	-2.0
CN(C)C(=O)N1CCN(S(=O)(=O)c2ccc3ccccc3c2)CC1	6%	7%	i	i	30*	-11	-3%	-3.2
COc1ccc(-c2nnn(CC(=O)N(CCCN3CCOCC3)C(C(=O)NC3CCCC3)c3ccc(C)o3)n2)cc1 (centres undefined)	4%	1%	i	i	-18	-3	-2%	-2.6
Cc1cc(C)n2c(SC(C)C(=O)NC3(C#N)CCCCC3)nnc2n1 (centres undefined)	0%	13%	i	-92%[inhibitor]	-1	-19	1%	-0.3
Cc1ccc(C(=O)NC(=O)CSc2nnc(C)s2)cc1	10%	0%	i	i	5	14	?	-0.1
COc1cccc(CNC(=O)c2cc3c(cc2Cl)N2CCCCCC2=NS3(=O)=O)c1	9%	4%	i	0%	3	27	-5%	0.3
N#Cc1c(N)[nH]c(=S)c(C#N)c1-c1ccccc1	-3%	-5%	i	-11%[57.5 µM]	-19	-3	-9%	-0.9
COC(=O)CC(NC(=O)c1ccco1)c1cccc2ccccc12 (centres undefined)	10%	-5%	i	i	-1	-11	-1%	-2.4
Cc1ccc(NC(=O)CCN2C(=O)c3ccccc3S2(=O)=O)cc1F	1%	-3%	i	-1%	-3	-3	-3%	-1.1
CC(=O)c1cccc(N(C(=O)c2ccco2)C(C(=O)NC2CCCC2)c2ccc(N3CCOCC3)cc2)c1 (centres undefined)	5%	7%	i	i	14	13	0%	-1.9
CC(C)NC(NC(=O)Cc1ccccc1)C(Cl)(Cl)Cl (centres undefined)	-5%	-2%	i	-10%[57.5 µM]	-13	-9	0%	-2.5
COc1ccc(-c2[nH]ncc2/C=N\NS(=O)(=O)c2ccc(Cl)cc2)cc1	-7%	17%	i	-19%	0	1	0%	-3.1
COc1ccc(OCCC(=O)NCC23CC4CC(CC(C4)C2)C3)cc1	-27%	0%	i	-12%	-7	2	-1%	3.5
CC(=O)c1cccc(OCc2cc(C(=O)N(C)CCC3CCOCC3)no2)c1	4%	-3%	i	-7%	-1	8	-2%	-1.4
Cc1cc(C)c(OCCCNCc2ccccc2)c(Br)c1	3%	0%	i	8%	-16	-28	-1%	1.9
O=C(Nc1ccc(Cl)cc1)OCCn1nnnc1C(c1ccccc1)N1CCOCC1 (centres undefined)	-14%	-2%	i	i	-2	9	2%	-2.0
CC(=O)c1ccc(S(=O)(=O)NCCC(=O)NC(C)c2ccncc2)cc1 (centres undefined)	-4%	7%	i	i	-2	-7	-1%	0.9
Cn1c(N)c(C(=O)COC(=O)c2ccc(Cl)c(S(=O)(=O)N3CCCCC3)c2)c(=O)n(C)c1=O	-3%	2%	i	i	1	10	0%	-0.5
Cc1ccc(N(CCC(=O)O)S(=O)(=O)c2ccccc2)cc1	-6%	-11%	i	i	-7	-10	1%	-1.7
Cc1cccc(NC(=O)CSCC(=O)Nc2ccc(N3CCOCC3)cc2N2CCOCC2)c1	4%	10%	i	i	1	3	nt	1.3
Cc1onc(-c2ccccc2Cl)c1C(=O)NCc1ccc(F)cc1	4%	1%	i	i	0	-3	0%	-1.6
Cn1c(N)c(C(=O)COC(=O)COc2ccccc2Cl)c(=O)n(C)c1=O	-7%	19%	i	i	3	11	0%	-2.7
CCCOc1ccc(C(=O)N/N=C/c2c[nH]c3ccc(Br)cc23)cc1	-15%	16%	i	-1%	-1	10	-2%	-1.3
Cc1ccc(NC(=O)CCC(=O)N2CCC(c3ccccc3)=N2)cc1S(=O)(=O)N1CCCCC1	-6%	-2%	i	-12%	0	-26	1%	-1.3
